Lipid storage S3: qHTS Assay for Lipid Storage Modulators in Drosophila S3 Cells; AID 2685, 2010; hit rate 0.64% among 320,000; Potency in µM for hits, for the others lipid storage change, negative = inhibition, % at the top dose, mostly 46.1 µM; Drosophila S3 cells, BODIPY lipid droplet fluorescence, 18-24 h; cells fed with added oleic acid; active = well fitted inhibition curve with a large enough effect in the signal ratio, with a control signal flat, not every such curve was filed as active; inconclusive = small, poorly fitted or top-dose-only effect, or effect the other way, or a change in a side signal; the % refers to the signal ratio
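Drosophila S3 cells got compounds at several concentrations plus oleic acid (400 uM solution). Laser-scanning cytometry with 488 nm excitation read lipid droplets at 500-530 nm and cells at 575-640 nm. Percent activity was relative to 20 uM Triacsin C.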
Lipid storage S3 cell count max: recorded beside Lipid storage S3, whose call it bears; cell number change, %; measured here: cell count max response;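 cells counted by Cell Tracker Red CMTPX staining in the red channel; peak over a dose series mostly up to 46.1 µM; percent activity relative to internal control wells on each plate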
Starred values were filed as active, the others as inactive; i = inactive; ? = inconclusive; . = not tested or not shown. % is scaled to controls: 0 for no effect and ±100 for the full control effect; potency is read from the fitted curve at half-maximal effect. An excerpt; count on the stated rates, not on these rows.

smiles,Lipid storage S3 cell count max,Lipid storage S3
O=C(Nc1ccc(Cl)cc1)N[C@@H]1c2c(ccc3ccccc23)OC[C@@H]1CO,.,?
CC(=O)c1ccc(S(=O)(=O)N2CCN(c3ccccc3F)CC2)cc1,.,?
O=C(O)CCNC1CCCCC1,14,7%
CCN1CCN(C(=S)Nc2ccc(Cl)cc2)CC1,.,29%
CCC(Oc1ccccc1)C(=O)Nc1ccccn1 (stereo not drawn),.,?
Cc1ccc(/C=N/NC(=O)c2cccc(S(=O)(=O)Nc3ccccc3Cl)c2)s1,3,10%
Cc1[nH]c2ccccc2c1SCC(=O)O,15,13%
O=C(NCc1cc([N+](=O)[O-])ccc1O)c1cccc(NS(=O)(=O)c2ccccc2)c1,.,?
CCc1ccc(C(=O)CSc2n[nH]c(-c3ccncc3)n2)cc1,.,?
CC(=O)Cn1c(N2CCC(Cc3ccccc3)CC2)nc2c1c(=O)[nH]c(=O)n2C,-10,8%
COc1ccc(CN2CCN(CCCc3ccccc3)C(CCO)C2)c(OC)c1 (stereo not drawn),11,-2%
Fc1cccc(CCN2CCNC[C@H]2Cc2cccc3ccccc23)c1,.,15µM*
O=C(NC1CCCN(Cc2ccc(Cl)cc2)C1)c1cccc(F)c1 (stereo not drawn),14,5%
Cc1[nH]n(-c2ccccc2)c(=O)c1/C=C1\C=NN=C1c1ccccc1,.,?
Nc1ccc(S(=O)(=O)NC2(C(F)(F)F)NC(=O)N(c3ccccc3F)C2=O)cc1 (stereo not drawn),.,?
COc1ccccc1N1CCN(C(c2cccs2)C(C)NC(=O)C(=O)N2CCCCC2)CC1 (stereo not drawn),13,i
CCC(=C(c1ccc(OC)cc1)c1ccc(OC)cc1)c1cn(CC(O)CN(CCO)CCO)c2ccccc12 (stereo not drawn),.,?
CC(=O)N1CCN(C(=O)COC(=O)c2oc3ccccc3c2C)CC1,-6,-1%
Cc1cc(NC(=O)CCC(=O)N(Cc2ccccc2)C2(C(=O)NC3CCCCC3)CCCC2)no1,.,?
Cc1ccc(C)c(CSC2=NCCN2C(=O)c2cccs2)c1,.,?

(continued)
smiles,Lipid storage S3 cell count max,Lipid storage S3
CCN(CC)S(=O)(=O)c1cc(C(=O)Nc2cc(C)[nH]n2)ccc1Cl,13,14%
COc1ccc(CCNc2nc(C)cc(C)n2)cc1OC,.,?
Cc1ccc(S(=O)(=O)Nc2ccc3c(c2)nc2n3CCN(Cc3ccccc3)C2)cc1,.,?
COc1ccccc1OCCCN1C(=O)C(=O)c2cccc(C)c21,.,?
COc1ccccc1CNC(=O)C1CCN(S(=O)(=O)c2cccc([N+](=O)[O-])c2)CC1,.,?
CN1CCN(C(=O)/C=C\c2ccc(Cl)cc2)CC1,.,?
Fc1ccc(CSc2ccc(-c3ccco3)nn2)cc1,15,-5%
COC(=NC(C)C)NC(C)C,.,?
Cc1ccc(C(=O)Nc2cccc(C(F)(F)F)c2)cc1Nc1cnccn1,.,?
CCC(CC)COC(=O)C1=C(C)NC(=O)NC1c1ccc(N(C)C)cc1 (stereo not drawn),.,?
CC(=O)Nc1ccc(S(=O)(=O)Nc2ccc(Cc3ccncc3)cc2)cc1,-1,i
COCCCNC(=O)/C(C#N)=C/c1cc(C)[nH]c1C,.,?
CCN(CC)S(=O)(=O)c1ccc(C(C)NC(=O)C2CCCN2C(=O)c2cccs2)cc1 (stereo not drawn),.,?
CCCn1c2c(c(O)c(C(=O)Nc3nccs3)c1=O)CCCC2,-6,-3%
Clc1ccc(-c2cnc(Oc3ccccc3)nc2)cc1,.,9%
O=C(NNC1=C(C(=O)C(F)(F)F)CCC1)c1cccc(Cl)c1,.,?
COc1ccc(N=Cc2cc(Cc3ccccc3Cl)cc([N+](=O)[O-])c2O)cc1OC,5,-5%
COCCOC(=O)C1=C(C)NC2(O)c3ccccc3C(=O)C12O (stereo not drawn),.,2%
Cc1c(NC(=S)N/N=C/C=C/c2ccccc2)c(=O)n(-c2ccccc2)n1C,16,13%
COc1ccc2c(=O)c(-c3cnn(-c4ccccc4)c3)c(C)oc2c1,.,?

Additional structures follow:
smiles,Lipid storage S3 cell count max,Lipid storage S3
Cc1ccc(-c2cc(=O)c3cc(Cl)ccc3[nH]2)cc1,1,-2%
Cc1onc(-c2c(Cl)cccc2Cl)c1C(=O)NCCc1ccc(S(N)(=O)=O)cc1,.,?
CCCCC(Sc1nc(N)c(NC(=O)c2ccco2)c(=O)[nH]1)C(=O)O (stereo not drawn),-24,i
CC(C)CNC(=O)NC(=O)COC(=O)c1ccccc1Sc1ccc(C(F)(F)F)cc1[N+](=O)[O-],16,1%
O=C(c1ccccc1)c1ccc(OC(=O)N2CCOCC2)cc1,.,?
O=C(CCCN1C(=O)/C(=C\c2cccs2)SC1=S)NNC(=O)c1cccnc1,.,?
CC(/C=N/n1c(-c2cc(C)[nH]n2)n[nH]c1=S)=C\c1ccccc1,.,?
CCOc1ccc(/C=C2\SC(N3CCCCC3)=NC2=O)cc1,6,21%
CCOC(=O)CN1C(=O)N(CC)C(C)=C(C(=O)OC)[C@@H]1c1ccccc1,31,9%
CCc1ccc(N/C(SCc2ccccc2C)=C(/C#N)C(=O)NCc2ccco2)cc1,2,-2%
C[n+]1ccc(/C=C/c2cccs2)cc1,.,?
Cc1[nH]nc2c1C(=O)CC(C)(C)C2,.,?
CCC(C(=O)OCC(=O)Nc1cc(OC)ccc1OC)c1ccccc1 (stereo not drawn),.,?
CC1Cc2ccccc2N1S(=O)(=O)c1cccc(C(=O)N2CCN(c3ncccn3)CC2)c1 (stereo not drawn),.,?
Cc1ccc(N=Nc2c(N)[nH]n3c(=O)cc(-c4ccccc4)nc23)cc1,.,?
Cc1nc2nc[nH]n2c(=O)c1C/C=C/c1ccccc1,.,?
COC(=O)C1=C(C)Nc2c(c(=O)n(C)c(=O)n2C)C1c1ccc(Cl)cc1 (stereo not drawn),.,?
Cc1ccc(/C=N/n2c(-c3ccc(Cl)cc3)n[nH]c2=S)o1,-8,2%
CCOC(=O)c1c(C)c(C(=O)NCCN2CCOCC2)c(C)n1C,-5,4%
COc1ccccc1C(=O)N/C(=C\c1cn(C)c2ccccc12)C(=O)NCCCN1CCOCC1,26,i

Some of these compounds in order of molar mass, highest first:
smiles,Lipid storage S3 cell count max,Lipid storage S3
COc1ccc(N=Cc2cc(Cc3ccccc3Cl)cc([N+](=O)[O-])c2O)cc1OC,5,-5%
CCC(Oc1ccccc1)C(=O)Nc1ccccn1 (stereo not drawn),.,?
O=C(O)CCNC1CCCCC1,14,7%

(continued)
smiles,Lipid storage S3 cell count max,Lipid storage S3
Cc1cc(C)n(C(CC(=O)N2CCc3ccccc3C2)C(=O)O)n1 (stereo not drawn),0,-1%
COC(=O)CC(c1ccc(C(C)C)cc1)n1cccc1 (stereo not drawn),.,?
Cc1cccc(NC(=O)CNC(=O)Cc2ccc(S(=O)(=O)N3CCOCC3)s2)c1C,.,?
CCOC(=O)c1cc(NC(=O)c2ccccc2)c(=O)n2c1oc1ccccc12,9,1%
COC(=O)c1cc(CSc2nc3ccc(C)cc3[nH]2)oc1C,-14,-3%
COc1ccccc1N1CCN(C(=O)c2ccc(Cn3c(=S)[nH]c4cc5c(cc4c3=O)OCO5)cc2)CC1,15,5%
N#Cc1ccsc1NC(=O)CSc1nnc(-c2ccccc2)o1,20,i
CCOc1ccc2ncc(S(=O)(=O)c3ccccc3)c(N3CCC4(CC3)OCCO4)c2c1,.,?
O=C(Nc1ccc(S(=O)(=O)Nc2ncccn2)cc1)c1ccccc1NS(=O)(=O)c1ccc(F)cc1,.,?
COc1cccc(NC(=O)Nc2cccnc2)c1,5,-4%
CC(C)Cc1nc2oc3c(=O)[nH]cnc3c2c2c1CCCC2,10,5%
COc1cc2ccccc2cc1C(=O)Nc1nc(C)c(C(C)=O)s1,.,?
CN(C(=O)c1c[nH]c(=O)cc1C(F)(F)F)c1ccc(Cl)cc1,-4,-1%
CC(=O)N1c2ccc(S(=O)(=O)NCC3CCC(C(=O)NCc4ccccc4)CC3)cc2CC1C (stereo not drawn),-22,i
COc1ccc(-c2cc(C(F)(F)F)nc(S(C)(=O)=O)n2)cc1,.,?
Oc1oc(-c2ccc(Br)cc2)nc1C=Nc1ccc(Br)cn1,.,?
COc1ccc(O)c(CNc2ccccc2F)c1,-8,3%
O=C(Nc1ccccc1)N1CC=C(c2ccccc2)CC1,.,?
O=C(Nc1ncccc1O)c1ccc(S(=O)(=O)N2CCCC2)cc1,.,19%
Cc1cccc(Cn2c(=O)n(Cc3ccco3)c(=O)c3ccccc32)c1,.,?

Further structures:
smiles,Lipid storage S3 cell count max,Lipid storage S3
CC(C)Oc1ccc(C(CC(=O)O)NC(=O)Cc2ccc(Cl)cc2)cc1 (stereo not drawn),.,?
COc1cc(/C=N/N(C)c2ccccc2)cc(Cl)c1O,.,?
O=C(c1ccc2ncsc2c1)N1CCN(c2nc3ccccc3s2)CC1,.,?
COc1ccc(OC(C)C(=O)N2CCN(c3ccccn3)CC2)cc1 (stereo not drawn),.,?
COc1cc(-c2nc3n(n2)C(c2ccncc2)C(C(N)=O)=C(C)N3)cc(OC)c1OC (stereo not drawn),.,?
Cc1nc2ccc(NC(=O)N3CCCCC3)cc2nc1C,-15,3%
CC1(c2ccccc2)NC(=O)N(CC(=O)Nc2ccc(N3CCOCC3)cc2N2CCOCC2)C1=O (stereo not drawn),.,19%
Cc1ccc(S(=O)(=O)N(c2nc(NC(C)C)nc(NC(C)C)n2)n2cnnc2)cc1,.,?
COc1ccc(/C=C(/NC(=O)/C=C/c2ccccc2)C(=O)O)cc1,3,-2%
Cc1ccc(S(=O)(=O)N2CCN(C(=O)CNC(=O)c3sc4ccccc4c3Cl)CC2)cc1,.,i
O=C(Nc1ccccc1C(F)(F)F)C1CC(=O)N(c2ccccc2F)C1 (stereo not drawn),-66,23%
NNC(=O)c1csc(Cc2c(Cl)sc3ccc(Cl)cc23)n1,.,?
COc1ccc2c(c1)-c1c(ssc1=S)C(C)(C)N2,.,?
C=CCn1c(CSc2nc3ccccc3s2)n[nH]c1=S,.,?
CCCN(CCC)CCCNC(=O)c1cc2c(-c3ccc(OC)c(OC)c3)nn(C)c2s1,.,?
C/C=C/C(=O)N1CC2(CC(c3cccc(NC(=O)CC)c3)=NO2)C[C@H]1C(N)=O (stereo partly drawn),1,1%
NC(=O)c1cc(C(N)=O)nc(Cl)n1,.,?
CS(=O)(=O)N1CCN(c2ccc(NC(=O)CSc3ccc(Cl)cc3)cc2)CC1,.,?
CCOc1ccc(NC(=O)CN(c2ccc(OCC)cc2)S(=O)(=O)c2c(C)[nH]c(=O)[nH]c2=O)cc1,-15,-14%
COc1ccccc1Cn1c(C(C)C)nc2ccccc21,8,0%

(more compounds)
smiles,Lipid storage S3 cell count max,Lipid storage S3
CCCCC1=CC2=CC(=O)C(C)(OC(=O)C3CCCC3)C(=O)C2=CO1 (stereo not drawn),-4,4%
O=C(Nc1nccs1)c1ccc(Br)o1,.,?
C=CCn1cnc2scc(-c3ccccc3)c2c1=O,.,?
CCOCCCNS(=O)(=O)c1ccc2c(c1)oc(=O)n2CC(=O)OCC,.,?
Cc1ccc(-c2csc(/C=C3\SC(C)C(=O)N3CC(=O)Nc3ccccc3F)n2)cc1 (stereo not drawn),5,-22%
CC1CCCCC1NC(=O)C1CCN(C(=O)c2sccc2-n2cccc2)CC1 (stereo not drawn),.,?
COCCCNC(=O)c1c(N)n(/N=C/c2cccnc2)c2nc3ccccc3nc12,.,?
NC(=O)c1oc2ccccc2c1NC(=O)c1ccco1,.,i
O=C(Nc1ccccc1Cl)c1ccccc1S(=O)(=O)c1ccccc1[N+](=O)[O-],2,8%
CC1(C)CC(=O)CC(C)(C)N1OC(=O)c1ccccn1,.,33µM*
Cc1ccc(Cc2cnc(NC(=O)c3cccs3)s2)cc1,-12,-11%
Cc1ccc(C(=O)NC2CCN(CC(=O)NC3CCC(C)CC3)CC2)cc1 (stereo not drawn),.,?
O=C1NC(=Nc2cccc([N+](=O)[O-])c2)SC1(CO)CO,.,?
COc1cccc(-c2nc(CS(=O)(=O)CC(=O)NCCC(C)C)c(C)o2)c1,4,0%
CCC1(C)NC(=O)N(CC(=O)c2cc(C)n(C3CC3)c2C)C1=O (stereo not drawn),.,?
Cc1ccc(S(=O)(=O)N2CCN(C(=O)CC3CCCC3)CC2)cc1,.,?
CCOC(=O)C1=C(c2ccccc2)N(C)C(=O)NC1c1ccc(OC(F)F)c(OC)c1 (stereo not drawn),.,i

Exported with the structure last: part of the list above.
Lipid storage S3 cell count max | Lipid storage S3 | molecule
. | ? | CC1CCCCC1NC(=O)C1CCN(C(=O)c2sccc2-n2cccc2)CC1 (stereo not drawn)
. | ? | COCCCNC(=O)c1c(N)n(/N=C/c2cccnc2)c2nc3ccccc3nc12

Assay outcomes as filed in PubChem.
